mHTT CaM bind: mutant huntingtin-calmodulin interaction inhibitors – biochemical, AlphaScreen, primary screen; P42858; AlphaScreen His-mHTT/GST-CaM binding, luminescence; inhibition, % at 15 µM; hit rate 3.6% among 190,000; AID 1671202, 2021;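 further: 0% = both proteins with DMSO and 100% = one protein alone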
Pf apPOL block: Pf-apPOL inhibitors, biochemical, fluorescence; Plasmodium falciparum apicoplast DNA polymerase (apPOL); Recombinant Pf-apPOL, molecular beacon fluorescence, 1.5 h; inhibition, % at 10 µM; hit rate 0.25% among 210,000; AID 1794808, 2022
Starred values were filed as active, the others as inactive; x = not tested or not shown; & = joins results of further samples. No stated cut-off is given here; in the data, active means inhibition above about 50%; inactive means the rest.

Structure	mHTT CaM bind	Pf apPOL block
Cc1c(Cl)cccc1NC(=O)/C=C/c1ccc2c(c1)OCO2	-3	-4
O=C1c2cccc([N+](=O)[O-])c2C(=O)N1CNc1cc(Cl)ccc1Cl	20	0
COc1ncc(C(=O)NCc2ccc(Cl)cc2)cn1	0	-4
Brc1ccccc1OCCOCCn1c2ccccc2c2ccccc21	-44	-14
COc1ccc(-c2nc3n(n2)C(=O)CC(c2ccc(C)cc2)S3)cc1 (stereo not drawn)	-3	-5
CCCN(Cc1ccccc1)C(=O)Nc1ccc2nsnc2c1	-14	-1
Cc1c(Cl)cccc1NC(=O)c1cnc(-c2ccccc2)nc1-c1ccncc1	-3	-5
COc1ccccc1CNS(=O)(=O)c1ccc(F)c(C(=O)Nc2cc(Cl)ccc2OC)c1	-8	29
CCC(=O)Nc1ccc(NC(=O)c2ccccc2[N+](=O)[O-])cc1	-4	-4
CCc1cccc(NC(=O)N2CCc3c(c(-c4nc(C)no4)nn3C)C2)c1	54*	1
CC(CCC(=O)N=Nc1c(O)[nH]c2ccc(Br)cc12)C1CCC2C3C(O)CC4CC(O)CCC4(C)C3CCC12C (stereo not drawn)	63*	-5
CNC(=O)C(C1CCCC1)N1CCN(C(=O)c2ccccc2OC)CC1 (stereo not drawn)	-2	-3
CC1CN(CCC(=O)Nc2ccc(Cl)c(C(F)(F)F)c2)CC(C)O1 (stereo not drawn)	6	1
COc1ccc([N+](=O)[O-])cc1NC(=O)COc1ccc(Cl)cc1	1	-2
COc1ccc(OCC(=O)N2CCc3nc(-c4ccccc4)ncc3C2)cc1	18	1
CCCCNS(=O)(=O)CC1NCc2ccccc21 (stereo not drawn)	-7	-13
COc1ccc(C(=O)Nc2nccs2)cc1I	-7	-9
Cc1cc(OCC(=O)Nc2ccccc2Br)nc(N2CCC(C)CC2)n1	-8	1
O=[N+]([O-])c1ccc(O)c(C=Nc2cccc3ncccc23)c1	26	-2
CC(C)n1c(=O)c(NCc2cccc(Cl)c2)nc2ccncc21	42	-29
O=C(CN(c1cccc([N+](=O)[O-])c1)S(=O)(=O)c1ccccc1)Nc1ccccc1Cl	0	-6
Cc1[nH]nc(NC(=O)COCc2ccccc2)c1-c1ccc(F)cc1	6	-2
O=C(NCC1(O)CCc2ccccc21)c1ccc(S(=O)(=O)N2CCCCC2)cc1 (stereo not drawn)	-2	-10
COc1ccccc1Oc1ccccc1[N+](=O)[O-]	x	-2
O=C(NC1CCCC1)C1CCN(c2cc(N3CCSCC3)ncn2)CC1	-3	1
COCCN1CCC(N2CCCN(S(=O)(=O)c3ccc(C(F)(F)F)cc3)CC2)C1=O (stereo not drawn)	0	-4
Nc1sc(SCC(=O)Nc2ccc3c(c2)OCO3)nc1-c1ccccc1	78*	1
Cc1ccc(CCNC(=O)c2cc3n(n2)CCCN(Cc2cccc(C)c2)C3=O)cc1	1	-8
CN(C(=O)c1cnc(N2CCN(c3ccccn3)CC2)c2ccccc12)c1ccc(Cl)cc1	35	-8
O=C(c1cnn2c1NC(c1cccs1)CC2C(F)(F)F)N1CCOCC1 (stereo not drawn)	0	0
C(=Nc1ccccn1)c1cccc2ccccc12	-10	x
O=c1ccc2ccc(OC3OC(CO)C(O)C(O)C3O)c(O)c2o1 (stereo not drawn)	x	-4
O=[N+]([O-])c1ccc(NC2CCSC2)c([N+](=O)[O-])c1 (stereo not drawn)	x	-4
O=C(Nc1ccc2nn(-c3cccc(Cl)c3)nc2c1)c1ccco1	0	8
COc1ccc(OC)c(NS(=O)(=O)c2ccccc2[N+](=O)[O-])c1	1	-4
CCN(CC)c1cc(CNC(=O)Nc2ccccc2OC)ccn1	5	4
CCC(C)NC(=O)c1ccc2c(c1)N(C(=O)NC)CC2 (stereo not drawn)	-6	0
CC(C)C(=O)Nc1nnc(-c2ccc(Br)cc2)o1	8	-19
Cc1cccc(NC(=O)c2cc(S(=O)(=O)NC(C)CCc3ccccc3)ccc2F)c1 (stereo not drawn)	13	-18
COc1cc(OC)c(N(C)C(=O)Cc2c(C(=O)O)[nH]c3ccc(Cl)cc23)cc1Cl	15	-8
Cc1ccc(S(=O)(=O)Nc2cc(C)c(O)c(Cl)c2)cc1	-7	-8
CN1CCN(C(=O)c2cn3ccnc(-c4ccc(F)cc4)c3n2)CC1	-6	-2
C=CCOc1ccccc1CN1CCN(c2ccc([N+](=O)[O-])cc2)CC1	38	1
Cc1cccc(C)c1NS(=O)(=O)c1ccc(NS(C)(=O)=O)cc1	-3	-7
CC(C)n1cc2cc(C(=O)NCCc3cccnc3)sc2c1	20	5
O=C(NCc1n[nH]c(=O)c2ccccc12)c1ccno1	-7	-6
O=C(Nc1ccc(Cl)cc1)N1CCC(n2cnc3cc(F)ccc3c2=O)CC1	-6	0
COc1ccc(C(=O)c2nc3ccccc3n2C)cc1OC	-6&-6	-5&-7
O=C(c1cccc(F)c1)N1CCC(n2c(-c3ccco3)nc3cccnc32)C1 (stereo not drawn)	33	-5
O=C(COc1ccc(Br)cc1)NCc1ccc(F)cc1	-30	-4

New compounds follow:
Structure	mHTT CaM bind	Pf apPOL block
O=c1c2sccc2nc(SCc2cccnc2)n1-c1ccc(F)cc1	-4	-5
O=C(CCn1c(=O)[nH]c2ccsc2c1=O)NC1CCCc2ccccc21 (stereo not drawn)	1	4
COc1ccc(OC)c(NC(=O)CSc2ncnc3nc(C)ncc23)c1	3	-8
COc1ccc(Cl)cc1NC(=O)CSc1nccn1-c1ccc(F)cc1	23	6
COc1ccc(-c2cc(C(=O)N3CCCC3c3cccc(C)c3)no2)cc1OC (stereo not drawn)	9	-3
O=[N+]([O-])c1cc(C(F)(F)F)ccc1NCCOc1cccc2cccnc12	18	-1
Cc1ccc(S(=O)(=O)OC23C=CC(CC2)CC3)cc1	x	-5
COc1ccc(/C=C(\C#N)c2nc3ccccc3n2C)cc1[N+](=O)[O-]	20	2
Cc1cccc(-c2noc(C3CCN(CC(=O)NC4CCCCC4)CC3)n2)c1	-5	-2
CN(C)C=Nc1c(-c2nc(-c3ccc(Cl)cc3)cs2)cnn1C	x	-18
CC(C)NC(=O)Cc1c(O)c2ccccc2[nH]c1=O	0	-4
Cc1cccc(OCC(=O)Nc2ccc(Nc3ccccc3)cc2)c1	74*	1
CCCCNc1nc(SCc2cc(=O)n3cc(Cl)ccc3n2)nc2ccccc12	11	-5
CCc1n[n+](CC(=O)c2ccccc2)c(N)s1	-6	-8
CCc1ccc(NC(=O)N2CCC(c3nc(CCNC(C)=O)cs3)CC2)cc1	19	1
Cc1ccccc1NC(=O)c1ccc(F)c(S(=O)(=O)NC2CC2)c1	-5	2
O=C(NC1CC1)c1cc(S(=O)(=O)N2CCOCC2)ccc1Cl	-5	-4
COc1cccc(N2CCN(C(=O)c3ccc4c(c3)CC(=O)N4C)CC2)c1	17	2
O=C(c1cc2n(n1)CCCN(Cc1ccc(F)cc1)C2=O)N1CCN(c2ccccn2)CC1	5	-5
CC1(C)CC(=O)C2=C(C1)OC(N)=C(C#N)C2c1cccc(Cl)c1 (stereo not drawn)	0	-3
Cc1nc(-c2ccncc2)nc2c1CCC(=O)N2CC1CCCO1 (stereo not drawn)	12	14
COCCNC(=O)c1cc2cc3ccc(C)cc3nc2s1	-1	2
COc1ccc(C2OCC3(CO2)SC(=O)NC3=O)cc1OC (stereo not drawn)	4	1
CCCC12CN(C(C)=O)CC(C)(CN(C(C)=O)C1)C2=O	-1	-5
O=C(CN1CC(c2ccccc2)CC1=O)NC1C2CC3CC(C2)CC1C3 (stereo not drawn)	-1	-8

The list goes on (5 carried over from the part before).
Structure	mHTT CaM bind	Pf apPOL block
Cc1nc(-c2ccncc2)nc2c1CCC(=O)N2CC1CCCO1 (stereo not drawn)	12	14
COCCNC(=O)c1cc2cc3ccc(C)cc3nc2s1	-1	2
COc1ccc(C2OCC3(CO2)SC(=O)NC3=O)cc1OC (stereo not drawn)	4	1
CCCC12CN(C(C)=O)CC(C)(CN(C(C)=O)C1)C2=O	-1	-5
O=C(CN1CC(c2ccccc2)CC1=O)NC1C2CC3CC(C2)CC1C3 (stereo not drawn)	-1	-8
Cc1cc(C)n(CCNC(=O)c2ccsc2)n1	-14	-6
O=C(Nc1ccc(S(=O)(=O)NC(=O)C2CCCCC2)cc1)c1cccc(Br)c1	6	-6
Cc1ccc(Cl)cc1NC(=O)c1oc2ccc(S(=O)(=O)N3CCCCC3)cc2c1C	1	-11
Cn1ccc2c(N3c4ccccc4CCc4ccccc43)cc3c(c21)C1CCC3C1 (stereo not drawn)	41	-5
CCc1nnc(NC(=O)c2cccc(OC)c2)s1	-4	-3
CC1=C(C(=O)Nc2ccc(Br)c(C)c2)C2(CCC(C)CC2)OC1=O (stereo not drawn)	99*	5
O=C(Nc1ccc2c(c1)OCO2)n1ncc2cc(Cl)ccc21	1	0
Cc1ccc(C(=O)N2CC3CC(NS(=O)(=O)c4ccccc4)C2C3)cn1 (stereo not drawn)	-1	2
C=CCSc1nnc2c(n1)OC(c1ccco1)N(C(C)=O)c1ccccc1-2 (stereo not drawn)	5	-7
COc1ccc(CN2CCN(C(=O)CC(C)C)CC2)cc1OC	1	-1
O=C(CCCN1C(=O)c2ccccc2C1=O)Nc1cccc([N+](=O)[O-])c1	-2	-3
COc1cccc2c1c(NC(=O)CSCC(=O)O)nn2C	x	1
COc1ccccc1CNC(=O)c1cc2c(s1)N(C)CCC2	8	1
COCCN1COc2ccc3c(c2C1)OC(=Cc1ccc(OC)c(OC)c1)C3=O	15	-15
N#Cc1c(-n2ncnc2-c2ccc(F)cc2)sc2c1CCCC2	13&13	-8&4
NC(=O)CSc1nc(SCC(N)=O)c2c3c([nH]c2n1)CCCC3	5	-12
CCCCN(C)Cc1c(O)ccc2c1OC(=Cc1ccc(C(=O)OC)cc1)C2=O	36	0
O=C(Cc1ccccc1)Nc1ccc(-c2nc3ccccc3[nH]2)cc1	14	1
Cn1cc(Cl)c(C=NO)n1	x	-9
COC(=O)C1=C(C)NC(C)=C(C(=O)OC)C1c1cc(C(=O)OC)c(OC)cc1OC	x	3
O=C(Nc1ccc2c(c1)OCO2)C1CCN(c2cncnc2N2CCCCC2)CC1	29	5
Cc1nc(-c2cnccn2)nc2c1CCC(=O)N2CC(C)C	-8	-1
CCOCCCNC(=O)C1CCN(c2nc3ccc(OC)cc3s2)CC1	-5	-2
CCS(=O)(=O)C(=C(Nc1ccc(OC)cc1)Nc1ccc(OC)cc1)S(=O)(=O)CC	2&0	-4&-3
COc1ccc(-n2nc(C(=O)N3CCC(C)CC3)c3ccccc3c2=O)c(OC)c1	0	51*

Random excerpt: two records from the list, in no set order.
Structure	mHTT CaM bind	Pf apPOL block
CCOCCCNC(=O)C1CCN(c2nc3ccc(OC)cc3s2)CC1	-5	-2
COc1ccc(CN2CCN(C(=O)CC(C)C)CC2)cc1OC	1	-1

Continuation:
Structure	mHTT CaM bind	Pf apPOL block
N#C/C(=C\c1ccc(N2Cc3ccccc3C2)cc1)C(=O)NCC1CCCO1 (stereo not drawn)	-21	3
COc1cc(S(=O)(=O)N2CCN(c3ccccc3F)CC2)c(C)cc1C	-4	-4
O=C(NCCN1CCCCCC1)C1CCN(c2nc3cccnc3s2)CC1	-10	-2
CCCCNC(=O)c1ccc(N2CCNC(c3ccccc3)C2)nc1 (stereo not drawn)	8	-2
Cc1ccc(-c2ccc(CCC(=O)O)[nH]2)cc1	39	-9
Cc1cc(I)ccc1S(=O)(=O)N1CCN(C)CC1	-2	4
COc1ccc2c(c1)C1OCCC1C(c1ccncc1)N2 (stereo not drawn)	-2	x
C=CCNC(=O)CN(c1cc(C(F)(F)F)ccc1Cl)S(C)(=O)=O	-2	-3
COc1cc(OC)c(C2C=C(c3ccc(Cl)cc3)Nc3ncnn32)cc1OC (stereo not drawn)	48	-7
CCN1CCCn2nc(C3CCN(C(=O)COc4cccc(Cl)c4)CC3)cc2C1=O	14	-1
COc1cc2[nH]c(=O)n(CCCC(=O)NC3CCCCC3C)c(=O)c2cc1OC (stereo not drawn)	2	-6
COc1ccc(C(=O)NCCc2nc3ccccc3n2Cc2ccccc2C)cc1OC	77*	4
Cc1ccc([C@H]2C[C@@H](n3cc(C4CC4)nn3)[C@H](O)CN2C(=O)C2CCCCC2)cc1	3	4
O=C(NCc1ccco1)c1cc(F)c(F)cc1Cl	-1	-6
COc1cc(OC)c(OC)cc1C=C1Oc2cc(OCC(C)=O)ccc2C1=O	46	-3
CC(C)(C)c1[nH]nc2c1C(c1cc(Br)ccc1F)C(C#N)=C(N)O2 (stereo not drawn)	19	-12
Cc1cc(OCC(=O)N2CCCCC2CCN2CCOCC2)ccc1Cl (stereo not drawn)	-1	-6
CC1=C(C)CC(C(=O)Nc2ccc(Oc3ccc(Cl)cc3)cc2)C(C(=O)O)C1 (stereo not drawn)	x	-29
COc1ccccc1NC(=O)CN1CCN(CC(=O)Nc2cccc(C(F)(F)F)c2)CC1	1	-4
O=C(CCS(=O)(=O)c1ccccc1)NC1CC(=O)N(C2CC2)C1 (stereo not drawn)	-10	-4
COc1cccc(NC(=O)CSc2nc3ccc([N+](=O)[O-])cc3s2)c1	6	8

Record cards (already shown).
Listed for Cc1ccc(-c2ccc(CCC(=O)O)[nH]2)cc1 : mHTT CaM bind: 39; Pf apPOL block: -9
Listed for COc1cc(OC)c(C2C=C(c3ccc(Cl)cc3)Nc3ncnn32)cc1OC (stereo not drawn) : mHTT CaM bind: 48; Pf apPOL block: -7

High-throughput results (PubChem)
